Bioassay records as filed in PubChem BioAssay.
CRFR2-BP ag: agonists of human CRF-binding protein/CRF-R2 receptor complex. HEK293 CRF-R2/CRF-BP, calcium dye fluorescence (FLIPR); percent of saturating CRF peptide response. activation, % at 13.2 µM. actives 0.46% (n = 350,000);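 active = activation of at least 50%, plus an integration ratio under a set limit after plate pattern correction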;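 note: plate controls were neutral control wells without compound for no effect and CRF at EC100 for full effect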
MEKK2mut PB1 HTS: signal of MEK5 binding to mutant human MEKK2 PB1 domain; bead flow cytometry, Alexa488-MEK5 binding to MEKK2 mutant; percent response, % at 10 µM; actives 0.35% (n = 290,000); in the data active = percent response above about 24%, passing the limit was not always enough; note: inactives centre near 1; some results filed as inactive read as strong as hits
HCV NS3 hel inh: blocks Hepatitis C virus NS3 helicase unwinding; NS3 helicase DNA unwinding, Cy5 molecular beacon fluorescence; inhibition, % at 10.9 µM; actives 0.56% (n = 290,000);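 active = inhibition above the mean of all tested compounds plus 3 SD, set per campaign, cut at about 35% in these data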;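 note: 0% = DMSO wells and 100% = thioflavine S control wells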
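System: HCV NS3 helicase fragment; control set: DMSO and thioflavine S; technique: Cy5 fluorescence at 0 and 60 min, beacon hairpin quenching; reagent: beacon DNA duplex substrate plus ATP; replicates: singlicate; schedule: 1 h reaction at 25 °C, ATP-initiated; medium: MOPS buffer pH 6.5 with MgCl2, DTT, Tween20, BSA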
FID counter: fluorescent intercalator displacement, NS3 helicase counter-screen; actives 0.17% (n = 290,000); inhibition, % at 7.9 µM; DNA fluorescent intercalator displacement, fluorescence; in the data active = inhibition above about 37%;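 note: 0% = vehicle and 100% = reference compound; higher means more ethidium bromide displaced from hairpin DNA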
MEKK2wt PB1 HTS: raises or lowers MEK5 binding to wildtype human MEKK2 PB1 domain | actives 1.1% (n = 290,000) | binding response (% of control), % at 10 µM | bead flow cytometry, Alexa488-MEK5 binding to MEKK2 WT; actives lie on both sides | Q9Y2U5; in the data active = binding response below about 67% or above about 130%
MEKK3 PB1 HTS: raises or lowers MEK5 binding to the human MEKK3 PB1 domain; Q99759; bead-based flow cytometry, Alexa488-MEK5 binding to MEKK3; actives lie on both sides; 0 = blocked by unlabeled MEK5, 100 = vehicle; binding response (% of control), % at 10 µM; actives 1.4% (n = 290,000); AID 1529;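 active = binding response more than 3 SD above or below the average of its plate-row segment, actives on both sides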;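 note: Alexa488 bead fluorescence after subtracting the streptavidin-only scavenger bead signal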
Target sequence (Q99759 whole entry, looked up, the tested form may be a part): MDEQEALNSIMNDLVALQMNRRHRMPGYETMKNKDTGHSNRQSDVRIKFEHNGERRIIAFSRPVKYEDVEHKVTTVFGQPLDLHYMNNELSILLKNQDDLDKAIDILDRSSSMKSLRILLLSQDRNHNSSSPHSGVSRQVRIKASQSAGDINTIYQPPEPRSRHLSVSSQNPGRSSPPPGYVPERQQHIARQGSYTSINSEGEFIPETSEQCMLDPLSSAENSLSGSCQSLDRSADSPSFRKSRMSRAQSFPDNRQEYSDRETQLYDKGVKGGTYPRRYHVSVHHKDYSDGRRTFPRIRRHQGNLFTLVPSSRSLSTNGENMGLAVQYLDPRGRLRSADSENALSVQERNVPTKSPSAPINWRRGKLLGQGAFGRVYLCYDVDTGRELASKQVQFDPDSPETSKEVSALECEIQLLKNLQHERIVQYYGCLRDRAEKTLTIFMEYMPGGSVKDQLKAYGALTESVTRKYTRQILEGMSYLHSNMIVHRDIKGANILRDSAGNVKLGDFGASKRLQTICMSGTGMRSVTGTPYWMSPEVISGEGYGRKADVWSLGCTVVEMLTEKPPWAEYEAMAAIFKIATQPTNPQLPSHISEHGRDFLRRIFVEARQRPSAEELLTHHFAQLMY
GalR3 antagonist: blocks the human galanin receptor 3; inhibition, % at 3 µM; HEK293 GalR3-CNG cAMP membrane potential fluorescence; galR3 body fused to GalR1 C-terminus; actives 0.44% (n = 360,000); O60755;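 active = inhibition above the screen-wide average plus 3 SD, cut at about 13% in these data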;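 note: forskolin and galanin both at EC90 stimulate the cells; cAMP rise reported by CNG channel membrane potential dye signal; 0% = forskolin plus galanin with DMSO and 100% = forskolin alone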
Target sequence (O60755 1-299 limits assumed): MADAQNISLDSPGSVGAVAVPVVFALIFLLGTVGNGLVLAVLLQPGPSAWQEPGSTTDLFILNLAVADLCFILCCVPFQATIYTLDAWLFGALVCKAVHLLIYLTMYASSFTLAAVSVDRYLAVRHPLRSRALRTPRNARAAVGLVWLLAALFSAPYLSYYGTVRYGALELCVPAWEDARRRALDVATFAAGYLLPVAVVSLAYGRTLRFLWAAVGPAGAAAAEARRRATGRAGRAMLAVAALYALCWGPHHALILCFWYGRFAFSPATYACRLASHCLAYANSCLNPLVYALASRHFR
SUMO HTRF inh: inhibitors of human SUMOylation (UBC9) | actives 0.36% (n = 290,000) | inhibition, % at 35 µM | P63279 | HTRF SUMOylation assay, SAE1/SAE2 + UBC9, in vitro | AID 2006; in the data active = inhibition above about 50%, passing the limit was not always enough; note: strong numbers were not always called active
Target sequence (P63279 whole entry, looked up): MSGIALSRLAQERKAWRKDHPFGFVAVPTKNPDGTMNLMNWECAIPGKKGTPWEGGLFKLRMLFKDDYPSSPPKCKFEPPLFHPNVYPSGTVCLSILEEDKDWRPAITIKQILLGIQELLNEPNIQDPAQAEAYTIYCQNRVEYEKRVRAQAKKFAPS
CRFR2-BP antag: CRF-BP/CRF-R2 complex antagonism; HEK293 CRF-R2/CRF-BP, CRF-induced calcium fluorescence; inhibition, % at 11.8 µM; actives 0.59% (n = 350,000); AID 588475;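 active = inhibition of the ligand-induced calcium signal above about 50% at the single tested concentration, limit read from the data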
* hit, by the source's call; . = no result given; [ ] = remark or other dose. This is a subset; count on the stated rates, not on these rows.

SMILES	CRFR2-BP ag	MEKK2mut PB1 HTS	HCV NS3 hel inh	FID counter	MEKK2wt PB1 HTS	MEKK3 PB1 HTS	GalR3 antagonist	SUMO HTRF inh	CRFR2-BP antag
CCOC(=O)C1CCN(C(=O)CCn2c(=O)c3cccn3c3cccnc32)CC1	-0.7	3	-1	-28	105	104	3	-17	9
O=C(c1ccccc1F)N1CCN=C1c1ccccc1	4.0	0	0	-1	109	122	-5	6	8
Cn1c(=O)c2ccccc2n(Cc2cccc(F)c2)c1=O	-2.3	1	-2	-5	99	98	-4	13	5
CC(=O)Nc1ccccc1OCC(O)CS(=O)(=O)c1ccc(C(F)(F)F)cn1 (centres undefined)	-1.0	5	3	-3	107	106	-8	-14	1
COc1ccc2[nH]c3c(c2c1)CCNC3c1ccc([N+](=O)[O-])o1 (centres undefined)	14	-6	-63	-4	88	91	-8	6	-24
CCCCN(C)CCn1c(=S)[nH]c2cc(OCC)c(OCC)cc2c1=O	-0.9	5	-1	2	109	104	-2	18	-2
Cc1ccc(Cn2c(=N)c(C(=O)NCC3CCCO3)cc3c(=O)n4cccc(C)c4nc32)cc1 (centres undefined)	-2.7	1	-9	16	101	98	0	37	9
Cc1c(NS(=O)(=O)c2ccccc2)cc(Cl)c(O)c1C	-2.1	2	2	-1	97	102	-4	9	36
CS(=O)(=O)Nc1ccc(C2=NN(S(C)(=O)=O)C(c3cccs3)C2)cc1 (centres undefined)	4.0	-52	2	-7	.	10*[inhibitor]	-3	0	3
O=C(c1ccc(CS(=O)(=O)c2ccc(Br)cc2)o1)N1CCCC1	-1.6	3	-2	-17	109	107	0	21	7
COC(=O)c1nc2n(n1)C(c1ccc(OC)c(OC)c1)C(C(=O)OC1CCCCC1)=C(C)N2 (centres undefined)	0.0	4	1	-4	98	100	-2	3	7
C=C(C)CSc1nc2sc3c(c2c(=O)n1-c1ccc(OC)cc1)CCN(C)C3	0.5	12	-22	-5	115	103	-6	1	7
COc1ccc(OC)c(CN2CCSCC2)c1	0.6	3	2	5	102	101	-11	20	-9
O=S(=O)(c1cccc2nsnc12)N1CCN(C/C=C/c2ccccc2)CC1	1.0	3	-18	-2	104	100	-2	17	4
CCOc1ccccc1CNCC1CCCO1 (centres undefined)	-3.3	3	-1	2	107	102	-6	21	9
CC(C)(C)OC(=O)N[C@@H](Cc1ccccc1)C(=O)NCC1CCC(C(=O)O)CC1 (some centres undefined)	-2.4	6	3	-4	103	108	4	4	5
Cc1ccc(C)c(OCC(=O)Nc2ccc(S(=O)(=O)Nc3onc(C)c3C)cc2)c1	1.5	5	21	-25	100	100	1	-1	1
CCc1nnc(SCC(=O)NC2CCCCC2)nc1CC	-0.9	1	-2	-7	101	97	-2	-4	10
Cc1cc(-n2cnc(-c3cn(C)nc3C)n2)no1	3.9	-1	-3	-2	103	103	2	-6	13
N#Cc1ccc(Oc2nc(C(N)=O)cc(-c3ccccc3)n2)cc1	-0.6	0	9	2	99	106	-7	-1	5
Cc1nn(C(C)C(=O)NC2CC2)c(=O)c2nn(-c3ccccc3)c(C)c12 (centres undefined)	1.7	-1	-14	-11	104	99	0	11	-15
COc1ccc(COCC(O)CN2CCCC(C(F)(F)F)C2)cc1 (centres undefined)	.	3	-11	-2	104	101	-1	2	.
COc1ccccc1N(CC(=O)Nc1ccc2c(c1)OCO2)S(=O)(=O)c1ccccc1	-1.4	3	1	-15	107	111	-1	25	15
CS(=O)(=O)N(CC(=O)N1CCN(c2ccccc2)CC1)c1cccc(Br)c1	-0.9	-12	4	-28	85	88	7	-3	-3
COc1ccc(/C(O)=C2/C(=O)C(=O)N(CC3CCCO3)C2c2ccc(OC)c(OC)c2)cc1 (centres undefined)	0.6	2	-4	-5	99	100	-7	12	5
CCCN1CCC(NC(=O)Nc2ccc(Br)cc2)CC1	0.2	0	5	7	105	77	-5	12	-4
COc1cc(OC)cc(C(=O)NC(=S)Nc2ccc(Cl)c(C(=O)O)c2)c1	0.9	-5	14	-23	83	76	-3	0	1
CC1(c2ccccc2)CC(C)(C)N2C(=O)/C(=C3\SC(=S)NC3=O)c3cccc1c32 (centres undefined)	1.2	-1	10	-17	96	147*	-11	17	54*
CCc1c(C)nc2ncnn2c1N1CCCC(C(=O)NCCc2ccccc2)C1 (centres undefined)	1.3	4	4	-22	107	103	.	11	-3
C=CCN(c1ccccc1)S(=O)(=O)c1cccc(C(=O)Nc2nc3ccccc3[nH]2)c1	-0.3	32	-8	-5	122	114	0	7	-11
Cc1cc(C)cc(NC(=S)NCc2cccs2)c1	-0.4	-3	-17	-2	98	90	-8	25	-1
CCCOc1cc(C)nc(-c2ccccc2O)n1	-0.1	4	11	-3	109	107	-4	19	-7
CCOCC(=O)Nc1ccc(C(=O)Nc2ccccc2Cl)cc1	.	-6	5	-3	93	92	-6	13	.
CN(C)S(=O)(=O)c1cccc(NC(=O)CN2C(=O)C3C4C=CC(C4)C3C2=O)c1 (centres undefined)	-0.6	1	6	-4	110	104	3	20	1
O=C(Nc1ccccc1)N(CCN1CCOCC1)Cc1ccccc1F	0.8	6	20	-2	104	103	-2	18	-4
Cc1ccsc1C1C(C(=O)O)c2ccccc2C(=O)N1C (centres undefined)	-1.4	2	-2	-6	104	93	-2	4	4
CCS(=O)(=O)c1ccc2c(c1)N(S(C)(=O)=O)CC(C(=O)NN)O2 (centres undefined)	0.3	-6	-4	-8	94	101	-7	1	-5
NS(=O)(=O)c1ccc(N2N=C(c3ccc(Br)cc3)CC2c2ccc(F)cc2)cc1 (centres undefined)	6.2	.	-9	-8	.	.	-5	17	-13
Nc1ccccc1SCC(=O)Nc1ccc2c(c1)OCO2	-2.3	7	-5	-2	109	102	-2	6	3
COc1cc(/C=N/NC(=O)c2nonc2N)cc(OC)c1OC	-0.4	0	39*	-6	100	104	2	22	8
O=C(Cc1ccccc1[N+](=O)[O-])NNC(=O)Nc1ccc2c(c1)OCO2	-0.1	-3	23	-14	96	98	0	9	7
c1ccc(CNc2ncnc3sc4c(c23)CCCC4)nc1	-1.1	-13	3	-32	94	108	0	-2	-5
CC[n+]1c(/C=C/c2ccc(N(C)C)cc2)ccc2ccccc21	-2.2	34	-9	27	4.0*	95	8	-27	-1
Fc1ccc(C2CCCN2Cc2nc(-c3cnccn3)no2)cc1 (centres undefined)	0.1	-7	7	-7	93	102	-3	-4	0
CCC(C)Sc1nc(O)c(Cc2ccccc2)c(=O)[nH]1 (centres undefined)	0.8	2	8	-5	104	105	-1	10	-2
COc1ccc(CCNC(=O)c2c(C)nc3ccccn23)cc1OC	2.8	-8	-9	-5	91	104	-2	14	6
COc1cccc(-c2nnc(SCC(=O)N3CCCc4ccccc43)o2)c1	0.8	-1	-1	-9	99	99	2	7	-5
CC1(C)Cc2nc(NCCN3CCOCC3)c(C#N)cc2CO1	1.3	4	-2	2	108	104	3	23	-6
CC(=O)c1ccccc1OCCn1nnc(-c2ccc(C)cc2)n1	-0.3	-5	-10	-6	93	101	-3	-17	-3
CCN1CCN(c2cc(C)c3cc(NC(=O)Cc4ccccc4OC)ccc3n2)CC1	-0.5	0	-19	12	97	100	6	7	2
CNCC[C@@H](Oc1ccccc1C)c1ccccc1	-2.2	3	.	.	122	108	.	.	0
CC(C)NCC(O)COc1ccc(COCCOC(C)C)cc1 (centres undefined)	0.0	3	.	.	107	106	.	.	2
CC1Cc2ccccc2N1C(=O)Cn1cnc2c1c(=O)n(C)c(=O)n2C (centres undefined)	0.8	9	10	-9	107	104	5	16	11
Cc1ccc(S(=O)(=O)N2CCN(C(=O)COC(=O)c3ccc(C(C)(C)C)cc3)CC2)c(C)c1	14	-5	-16	-32	95	98	-1	-3	11
COc1ccc(-c2nnc(NC(=O)CSc3ccc(C)cc3)s2)cc1OC	-1.2	-2	-2	-6	96	94	-3	26	11
Cc1ccc(CNC(=O)c2ccc(OCC(C)C)cc2)n1C	-2.2	3	2	-21	95	97	-12	0	-10
COc1ccc(NC(=S)c2ccc3ccccc3n2)cc1	0.9	3	-1	-6	101	99	.	-17	-10
O=C(O)C1CCCCC1C(=O)NCc1ccc(F)cc1 (centres undefined)	-1.1	2	2	7	98	103	-4	24	10
O=C(N/N=C/c1ccccn1)C(=O)N1CCCCCC1	-0.4	-20	-12	-8	91	87	-3	4	0
CN(CCc1ccccn1)C(=O)c1cc(COc2ccc(F)cc2F)on1	-0.4	3	-3	-19	106	101	1	18	3

Among those listed so far, these contain an aryl thioether with sulfur outside any ring.
SMILES	CRFR2-BP ag	MEKK2mut PB1 HTS	HCV NS3 hel inh	FID counter	MEKK2wt PB1 HTS	MEKK3 PB1 HTS	GalR3 antagonist	SUMO HTRF inh	CRFR2-BP antag
C=C(C)CSc1nc2sc3c(c2c(=O)n1-c1ccc(OC)cc1)CCN(C)C3	0.5	12	-22	-5	115	103	-6	1	7
CCc1nnc(SCC(=O)NC2CCCCC2)nc1CC	-0.9	1	-2	-7	101	97	-2	-4	10
Nc1ccccc1SCC(=O)Nc1ccc2c(c1)OCO2	-2.3	7	-5	-2	109	102	-2	6	3
CCC(C)Sc1nc(O)c(Cc2ccccc2)c(=O)[nH]1 (centres undefined)	0.8	2	8	-5	104	105	-1	10	-2
COc1cccc(-c2nnc(SCC(=O)N3CCCc4ccccc43)o2)c1	0.8	-1	-1	-9	99	99	2	7	-5
COc1ccc(-c2nnc(NC(=O)CSc3ccc(C)cc3)s2)cc1OC	-1.2	-2	-2	-6	96	94	-3	26	11

The list goes on.
SMILES	CRFR2-BP ag	MEKK2mut PB1 HTS	HCV NS3 hel inh	FID counter	MEKK2wt PB1 HTS	MEKK3 PB1 HTS	GalR3 antagonist	SUMO HTRF inh	CRFR2-BP antag
CC(=O)Nc1cccc(C(=O)OCC(=O)c2ccccc2Cl)c1	1.3	-5	2	-8	90	95	0	11	8
CCC(NC(=O)CCc1nnc(-c2cc(C)on2)o1)C12CC3CC(CC(C3)C1)C2 (centres undefined)	-1.2	5	-6	-36	103	101	-2	6	-12
Cc1ccc(-c2ccc(=O)n(CC(=O)NCCN(C)C)n2)cc1	0.7	4	6	10	104	101	-9	20	15
CCCOC(=O)/C=C/c1c(C)[nH]c(=O)[nH]c1=O	-0.6	-1	6	6	97	80	3	3	17
O=C(Cn1cnnn1)NC1CCCN(Cc2ccccc2F)C1 (centres undefined)	-0.2	5	5	-1	103	101	-3	7	-7
COc1ccc(NC(=O)CCC(=O)N2CCCC2)c([N+](=O)[O-])c1	-1.1	0	2	2	97	100	-4	14	12
COc1ccc(CC(=O)Nc2cccc(/C(C)=N/NC(=O)c3cccc([N+](=O)[O-])c3)c2)cc1	0.0	2	-2	-2	105	103	-2	4	16
Cn1cccc1CC(=O)N/N=C/c1cccc2ccccc12	-1.0	4	21	-14	101	100	-5	2	-19
O=[N+]([O-])c1cccc(CN2CCN(c3ncccn3)CC2)c1	2.0	8	1	5	114	105	3	15	-8
OC1(CN2CCOCC2)C2CN3CCN(C2)CC1(c1ccccc1)C3 (centres undefined)	-1.0	-1	-4	5	97	95	2	-1	7

Only GalR3 antagonist, HCV NS3 hel inh and FID counter, for 2 of the compounds above:
| Structure | GalR3 antagonist | HCV NS3 hel inh | FID counter |
| --- | --- | --- | --- |
| Cn1cccc1CC(=O)N/N=C/c1cccc2ccccc12 | -5 | 21 | -14 |
| O=[N+]([O-])c1cccc(CN2CCN(c3ncccn3)CC2)c1 | 3 | 1 | 5 |
